EPAC1 antagonist: qHTS for Antagonist of cAMP-regulated guanine nucleotide exchange factor 3 (EPAC1): primary screen; Rap guanine nucleotide exchange factor 3 (Homo sapiens), O95398; EPAC1 GEF assay, Rap1b-BODIPY-GDP exchange fluorescence; Potency, µM (titrated, usually from 115 µM), for the others: top-dose activity change, negative = inhibition, usual class: inhibitors; 360,000 tested, 0.14% active;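 also: potency is read from the fitted curve at half-maximal effect; plate controls were vehicle for no effect and positive control for full effect; nearly all actives have a fitted effect of over 50% in size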
IL2 activator: qHTS of IL-2 Activators; IL-2 activation reporter assay, cell-based qHTS; stimulated with anti-CD3/CD4/CD28 beads; in transgenic mouse T cells; activation, % (series mostly up to about 46 µM); 360,000 tested, 0.065% active; AID 652025, 2013; in the data active = activation above about 50%; inconclusive = mostly about 30% to 49%; also: 0% is about no effect
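Readout: EGFP and DsRed signals by fluorescent plate cytometry. Unstimulated transgenic mouse T cells received compound 60 min before antibody-bead stimulation, then incubated 18 h at 37 degrees C.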
EPAC1 ag: qHTS for Agonist of cAMP-regulated guanine nucleotide exchange factor 3 (EPAC1): primary screen; 360,000 tested, 0.073% active; EPAC1 agonist qHTS, biochemical assay; response scale: 100% = response to 6.5 mM cAMP; Rap guanine nucleotide exchange factor 3 (Homo sapiens), O95398; Potency, µM (top dose mostly 154 µM), without a hit: top-dose activation, usual class: activators; also: potency is read from the fitted curve at half-maximal effect; nearly all actives have a fitted effect of over 60% in size
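Read-out is the fluorescence drop as BODIPY-GDP leaves Rap1B (480 nm excitation, 540 nm emission), recorded every 5 minutes over 30 minutes. Reactions held 100 nM EPAC1, 250 nM Rap1B–BODIPY-GDP and 50 uM GDP, with 6.5 mM cAMP setting full activation.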
FUS suppressor: qHTS for Suppressors of FUS Proteinopathy: Primary screen using FUS-linked yeast assay. S. cerevisiae FUS-expressing, growth rescue, OD600, 24 h. Potency, µM (series often up to 76.6 µM), without a hit: at the highest dose growth rescue (activation), most hits filed as activators. 390,000 tested, 0.24% active;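 also: potency is read from the fitted curve at half-maximal effect; plate controls were DMSO vehicle for no effect and reference control for full effect; nearly all actives have a fitted effect of over 55% in size; some results filed as inactive show a strong effect at the top dose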
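FUS-expressing yeast, raffinose-pregrown, induced in 2% galactose minimal medium at OD 0.005; compounds in a dilution series, 24hr at 30C. Growth restoration read as absorbance at 600 nm. CP55940 positive control, DMSO negative.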
WRN inhibitor: qHTS for Inhibitors of WRN Helicase; Bifunctional 3'-5' exonuclease/ATP-dependent helicase WRN (Homo sapiens), Q14191; WRN helicase unwinding, fluorescent forked duplex, kinetic; Potency, µM (highest dose often 114 µM), for inactives: top-dose activity change, negative = inhibition, actives largely listed as inhibitors; 360,000 tested, 0.46% active; AID 651768, 2012; also: potency is read from the fitted curve at half-maximal effect; % is scaled to controls: 0 for no effect and ±100 for the full control effect; nearly all actives have a fitted effect of over 55% in size
Target sequence (Q14191 whole entry, looked up): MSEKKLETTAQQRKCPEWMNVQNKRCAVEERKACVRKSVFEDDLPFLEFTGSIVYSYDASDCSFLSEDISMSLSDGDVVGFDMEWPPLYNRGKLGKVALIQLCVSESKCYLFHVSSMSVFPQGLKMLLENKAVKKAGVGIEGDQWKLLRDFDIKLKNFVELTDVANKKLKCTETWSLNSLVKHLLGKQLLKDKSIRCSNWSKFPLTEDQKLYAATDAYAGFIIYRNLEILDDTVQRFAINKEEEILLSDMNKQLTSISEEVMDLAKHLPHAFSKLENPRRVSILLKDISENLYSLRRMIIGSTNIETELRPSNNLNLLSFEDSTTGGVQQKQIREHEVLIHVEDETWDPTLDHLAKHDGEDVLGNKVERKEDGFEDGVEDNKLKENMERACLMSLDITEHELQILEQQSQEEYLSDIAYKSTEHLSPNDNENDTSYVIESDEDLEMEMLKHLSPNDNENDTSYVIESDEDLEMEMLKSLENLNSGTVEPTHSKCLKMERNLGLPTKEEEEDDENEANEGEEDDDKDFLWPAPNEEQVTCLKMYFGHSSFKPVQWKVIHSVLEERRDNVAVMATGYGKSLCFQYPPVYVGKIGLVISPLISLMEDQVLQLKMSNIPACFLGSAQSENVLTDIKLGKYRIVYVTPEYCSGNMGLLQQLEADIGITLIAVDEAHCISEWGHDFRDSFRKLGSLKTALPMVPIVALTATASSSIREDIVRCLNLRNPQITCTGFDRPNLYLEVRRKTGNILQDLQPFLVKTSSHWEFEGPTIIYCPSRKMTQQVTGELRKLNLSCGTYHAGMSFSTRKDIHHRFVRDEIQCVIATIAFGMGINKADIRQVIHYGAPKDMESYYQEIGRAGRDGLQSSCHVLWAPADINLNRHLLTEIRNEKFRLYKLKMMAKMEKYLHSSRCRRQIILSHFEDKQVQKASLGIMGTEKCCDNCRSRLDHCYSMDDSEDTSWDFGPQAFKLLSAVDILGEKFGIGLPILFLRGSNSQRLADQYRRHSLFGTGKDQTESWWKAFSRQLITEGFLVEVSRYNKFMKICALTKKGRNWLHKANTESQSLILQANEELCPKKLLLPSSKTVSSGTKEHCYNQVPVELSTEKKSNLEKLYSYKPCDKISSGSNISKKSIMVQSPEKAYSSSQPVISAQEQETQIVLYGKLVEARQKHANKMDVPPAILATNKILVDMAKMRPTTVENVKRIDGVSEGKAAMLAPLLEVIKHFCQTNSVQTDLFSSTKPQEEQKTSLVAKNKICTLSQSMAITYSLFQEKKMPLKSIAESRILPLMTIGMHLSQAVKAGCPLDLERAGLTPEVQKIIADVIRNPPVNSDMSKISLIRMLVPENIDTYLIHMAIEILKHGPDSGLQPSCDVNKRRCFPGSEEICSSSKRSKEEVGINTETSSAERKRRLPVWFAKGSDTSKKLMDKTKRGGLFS
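Kinetic fluorescence helicase assay: unwinding of a quenched forked DNA duplex (100 nM final) with 2 mM ATP final raises red fluorescence (525/598 nm). Compounds sat 15 min at room temperature with 20 nM WRN beforehand.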
PLK1 PBD inh: qHTS for Inhibitors of PLK1-PDB (polo-like kinase 1 - polo-box domain): Primary Screen; Serine/threonine-protein kinase PLK1 (Homo sapiens), P53350; Potency, µM, without a hit: max response, negative = inhibition, most hits filed as inhibitors; Plk1 PBD binding of FITC phosphopeptide, fluorescence polarization; 360,000 tested, 2.8% active; AID 720504, 2013; also: potency is read from the fitted curve at half-maximal effect; series mostly up to about 57 µM; % is scaled to controls: 0 for no effect and ±100 for the full control effect; nearly all actives have a fitted effect of over 65% in size
Abeta rescue: qHTS for compounds that reverse cellular toxicity of Amyloid beta (A-beta) peptide in yeast: Primary Screen; yeast expressing A-beta42, growth rescue, OD600, 48 h; response scale: 0% DMSO, 100% iron-clioquinol control; Potency, µM (series often up to 46.1 µM), for the others: at the highest dose growth rescue, hits mostly activators; 410,000 tested, 0.063% active; AID 1347071, 2019; also: potency is read from the fitted curve at half-maximal effect; nearly all actives have a fitted effect of over 55% in size
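Yeast growth medium received pinned compounds, then yeast cells expressing toxic A-beta were added; plates incubated at 30 C for 48 hr. Growth read as absorbance at 600 nm, normalized to DMSO and equimolar FeCl3 plus clioquinol controls.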
PI5P4Ka inh: qHTS for Inhibitors of phosphatidylinositol 5-phosphate 4-kinase (PI5P4K). max response, %. AID 652105, 2013. 330,000 tested, 1.2% active. PI5P4Kalpha enzyme, ADP-Glo luminescence, 60 min; hits give low values; active = max response of -50% or lower; inconclusive = between -30% and -50%; inactive = -30% or higher; also: value at the top dose of about 77 µM; % is scaled to controls: 0 for no effect and ±100 for the full control effect
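Human PI5P4Kalpha with substrate in 0.038 M HEPES pH 7.4, 0.28 mM EGTA, 0.1% CHAPS, 5% DMSO; reaction started with 5 microM ATP (final), 60 min at room temperature. ADP formed read by ADP-Glo luminescence.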
Starred values were filed as active, the others as inactive; u = inconclusive; x = no result given; & = joins results of further samples; [ ] = dose if it differs, or a comment. Unless noted, calls follow the shape of the dose curve; as a rule, active = well fitted curve in the direction sought with a large enough effect; inconclusive = small, poorly fitted or top-dose-only effect, or another doubt; inactive = no such curve, though single readings can be large; an effect the other way counts as inactive or inconclusive.

Compound	EPAC1 antagonist	IL2 activator	EPAC1 ag	FUS suppressor	WRN inhibitor	PLK1 PBD inh	Abeta rescue	PI5P4Ka inh
CCn1c2ccccc2c2cc(NC(=O)CSc3nnc(-c4ccccc4OC)n3N)ccc21	-2.6%	-1.8	15.8%	u	-3.1%	-1.8%	5.9%	x
Cc1ccc2cc(-c3noc(C(C)(C)C)n3)c(=O)[nH]c2c1	2.7%	0.6	-0.3%	7.5%	5.5%	2.0%	14.3%	-0.1
CCOC(=O)N1CCN(C(=O)c2ccc3c(=O)n(Cc4ccccc4OC)c(=S)[nH]c3c2)CC1	-12.5%	-1.1	6.4%	32.9%	-2.3%	-3.5%	-7.2%	x
Cc1sc2c(c1C)c(=O)nc1scc(CC(=O)O)n12	2.2%	-0.4	-1.1%	8.2%	-1.6%	1.7%	6.1%	x
CCOC(=O)C1=C(C)NC(C)=C(C(=O)OCC)C1c1ccc([N+](=O)[O-])s1	u	-3.6&-3.9	6.8%&-3.1%	36.4%&35.6%	-5.2%&-16.3%	-7.9%&-2.8%	-4.4%&-17.1%	-0.8&0.0
CC[C@H]1C=C[C@@H](C(C(=O)OC)C(=O)OC)CN1C(C)=O	0.7%	-0.3	-17.1%	-21.7%	9.7%	26.7µM*	-5.0%	u
COc1ccc(S(=O)(=O)N(C)C)cc1NC(=O)Cc1cccs1	5.0%	3.5	1.7%	-4.2%	0.1%	0.2%	4.9%	-2.3
COc1ccc2[nH]c(C(=O)NCc3ccc4c(c3)OCO4)cc2c1	2.2%	-0.5	5.9%	-11.6%	-12.9%	-6.7%	27.8%	-14.2
Cc1cc(C(=O)Cn2nc(C(=O)O)c3ccccc3c2=O)c(C)n1CCc1ccc(F)cc1	-2.5%	-4.6	-1.8%	u	-8.0%	1.3%	-12.7%	-14.7
COc1ccc(C)cc1S(=O)(=O)Nc1ccc(-n2c(C)nc3ccccc3c2=O)cc1	-18.3%	-0.9	3.1%	21.2%	-2.4%	-10.8%	10.4%	7.1
CCN1C(=O)[C@@H]2[C@@H](c3ccc(-c4ccc(C(C)=O)cc4)cc3)N3CCCC[C@@]3(C(=O)OC)[C@@H]2C1=O	-1.2%	-0.4	8.8%	u	1.1%	5.7%	5.2%	1.0
CCCCn1c(NS(=O)(=O)c2ccccc2)c(S(=O)(=O)c2ccc(C)cc2)c2nc3ccccc3nc21	50.1µM*	2.1	-0.6%	-0.5%	u	26.7µM*	12.0%	3.6
COc1ccc(C(=O)Nc2ccccc2C(=O)NC(C)C)cc1OC	-17.9%	-0.8	7.2%	-0.8%	-0.2%	26.7µM*	-0.6%	-18.0
CCC(C)(C)NC(=O)CN(Cc1ccccc1)C(=O)CCC(=O)Nc1nccs1	u	-0.3	4.8%	3.3%	5.8%	-7.3%	8.0%	9.0
CCOC(=O)c1nnn(-c2nonc2N)c1-c1ccc(F)cc1	-8.2%	-3.3	-12.1%	-16.9%	10.9%	1.8%	-2.1%	1.9
COc1ccc(CC(NC(C)=O)C(=O)NC2CCN(C(=O)Nc3ccccc3Cl)CC2)cc1OC (centres undefined)	-4.2%	-2.5	0.0%	14.7%	2.3%	-7.7%	-4.8%	x
O=C(Nc1ccc(Br)cn1)c1ccc(Cl)s1	13.3%	0.7	11.8%	-4.0%	3.0%	-7.9%	-35.0%[inhibitor]	-9.1
O=C(CN1CCOCC1)N1N=C(c2cccs2)CC1c1cccs1 (centres undefined)	2.8%	0.5	5.9%	7.9%	-8.9%	-1.2%	-10.5%	-8.2
Cc1cc(C(=O)NC(C)c2ccncc2)cs1 (centres undefined)	-1.2%	3.2	3.9%	17.0%	-2.9%	-16.0%	-12.6%	x
O=c1c(Cc2ccc(F)cc2)c(O)ccn1CCc1cnc[nH]1	-16.9%	-1.6	11.8%	-39.7%	1.4%	-6.3%	-6.8%	-1.4

Among those listed so far, three contain fluorine:
Compound	EPAC1 antagonist	IL2 activator	EPAC1 ag	FUS suppressor	WRN inhibitor	PLK1 PBD inh	Abeta rescue	PI5P4Ka inh
Cc1cc(C(=O)Cn2nc(C(=O)O)c3ccccc3c2=O)c(C)n1CCc1ccc(F)cc1	-2.5%	-4.6	-1.8%	u	-8.0%	1.3%	-12.7%	-14.7
CCOC(=O)c1nnn(-c2nonc2N)c1-c1ccc(F)cc1	-8.2%	-3.3	-12.1%	-16.9%	10.9%	1.8%	-2.1%	1.9
O=c1c(Cc2ccc(F)cc2)c(O)ccn1CCc1cnc[nH]1	-16.9%	-1.6	11.8%	-39.7%	1.4%	-6.3%	-6.8%	-1.4

Remaining list, next part:
Compound	EPAC1 antagonist	IL2 activator	EPAC1 ag	FUS suppressor	WRN inhibitor	PLK1 PBD inh	Abeta rescue	PI5P4Ka inh
COc1ccc(Nc2nc(-c3ccccc3)cs2)cc1	3.9%	0.6	15.5%	15.2%	-5.7%	-5.2%	6.9%	x
CCN(CC(=O)NC1CCS(=O)(=O)C1)C(=O)/C=C/c1cccs1 (centres undefined)	-13.2%	0.3	3.3%	-2.7%	2.2%	-9.5%	-0.2%	0.2
Cc1nnc(SCC(=O)NNC(=O)CC#N)[nH]c1=O	14.2%	-1.2	-0.8%	-20.7%	4.6%	-0.9%	11.8%	-2.1
Cc1ccc(C)c(-n2c(Cc3cc(=O)[nH]c(=O)[nH]3)nnc2SCC(=O)NCC2CCCO2)c1 (centres undefined)	-3.9%	0.0	-7.2%	16.2%	2.5%	-1.4%	0.0%	x
CC(C)(O)C#Cc1ccc(CNC[C@H]2O[C@@H](n3cnc4c(=O)[nH]c(N)nc43)[C@H](O)[C@@H]2O)s1	6.5%	0.4	-0.7%	-19.3%	3.9%	0.0%	-0.4%	-0.7
O=C(Cc1cccs1)NCc1cccc(Cl)c1	-2.0%	-1.9	-3.9%	-12.5%	-0.6%	0.7%	3.1%	-10.3
COc1cccc(C(=O)NC2CC(C)(C)Cc3c2cnn3-c2cccc(F)c2)c1OC (centres undefined)	-22.2%	7.2	u	34.8%	-24.9%	-14.1%	-0.1%	1.5
CCc1c(C)sc(NC(=O)/C=C/c2ccc3c(c2)OCO3)c1C(=O)OC	-12.5%	-0.1	8.2%	x	-14.4%	3.4%	34.2%	29.0
Cc1cccc(NC(=O)C2CC(=O)OC23CCCCC3)c1 (centres undefined)	19.3%	-1.1	-5.0%	21.1%	-17.8%	-3.1%	-1.4%	-0.3
COc1ccc(N2C(=O)C(Cl)=C(N3CCN(Cc4ccccc4)CC3)C2=O)cc1	-8.2%	-2.6	12.4%	20.2%	-1.0%	-7.7%	-4.5%	x
COc1ccc(C(=O)C[n+]2ccc3c(c2)nnn3-c2ccccc2)cc1	25.2%	1.0	2.7%	27.1%	-4.2%	-0.4%	-7.2%	-1.4
CCCCNC(=O)C1CCC(CNc2nc(=S)[nH]c3ccccc23)CC1 (centres undefined)	11.0%	0.2	5.2%	6.5%	-3.2%	6.3%	-8.3%	-4.0
CCc1nc(Nc2cccc(OC)c2)c2oc3ccccc3c2n1	-1.6%	-7.2	1.7%	17.4%	2.7%	1.7%	-12.9%	3.2
COc1ccc(N2CCN(c3ncnc4c3cnn4-c3ccc(C)cc3C)CC2)cc1	-14.3%	-1.1	5.3%	5.6%	-8.2%	-3.2%	13.3%	x
CC(=O)OCC(C)n1[nH]c2ccccc2c1=O (centres undefined)	6.6%	0.3	11.4%	-32.4%	-1.4%	-2.4%	-16.1%	8.3
O=C(/C=C/c1ccccc1)NCc1ccco1	-5.4%	0.0	-1.9%	2.7%	-4.3%	-5.9%	2.9%	0.4
COC(=O)Cn1c2ccccc2c(=O)n1C(C)C	-23.5%	-0.7	-0.6%	-9.9%	-2.1%	-16.3%	-7.6%	-0.4
Cc1cc2ccccc2n1CCNC(=O)C(C)Oc1ccccc1 (centres undefined)	-4.4%	-3.1	-5.2%	u	-8.5%[57.1 µM]	-18.8%	-4.1%	-5.5
COC(=O)C1=CN(c2ccc(C)cc2)C(N)=C(C#N)C1c1ccccc1F (centres undefined)	-9.5%	-0.1	16.9%	-1.7%	-4.8%	-15.1%	1.2%	-2.1
Cc1c(Cl)cccc1NC(=O)CNc1ccccc1F	-10.9%	0.0	-2.0%	x	-30.7%	-9.1%	24.6%	22.7

(list continues)
Compound	EPAC1 antagonist	IL2 activator	EPAC1 ag	FUS suppressor	WRN inhibitor	PLK1 PBD inh	Abeta rescue	PI5P4Ka inh
CC(C)NC(=O)C(Sc1ccccc1)c1ccccc1 (centres undefined)	-1.5%	-2.2	3.1%	11.2%	-7.9%	-4.1%	5.2%	-0.3
Cc1nn(CC(=O)NCCc2cccs2)c(=O)c2cc3ccccc3n12	-1.0%	3.7	2.5%	-16.5%	1.8%	0.6%	x	0.2
CC(=O)Nc1ccc(N=Cc2ccc[nH]2)cc1	4.1%	-1.5	6.9%	-2.9%	5.9%	-1.2%	7.5%	x
COc1ccc(CCN2C(=O)C3CC=C(C)CC3C2=O)cc1OC (centres undefined)	6.2%	0.0	3.9%	34.7%	-8.1%	-7.3%	-5.6%	10.5
O=C(NNC(=O)c1nn(-c2ccc(F)cc2)ccc1=O)c1ccccc1Cl	5.2%	-0.3	-2.4%	2.0%	-6.2%	-0.9%	3.3%	4.2
Cc1cc(C)cc(NC(=O)N2CCc3ccccc3C2)c1	1.9%	-3.7	-2.5%	-9.1%	5.8%	0.9%	21.3%	4.8
